# Tau fluor cs: counter-screen for tau fibril formation inhibitors; tau K18 P301L Alexa594 fluorescence, heparin fibrillization; Potency, µM (titrated, usually from 57.7 µM), without a hit: at the top dose activity change, negative = decrease; 280,000 tested, 0.93% active; also: % is scaled to controls: 0 for no effect and ±100 for the full control effect; nearly all actives have a fitted effect of over 55% in size
#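 Human tau K18 P301L (15 uM unlabeled, 0.24 uM Alexa 594-labeled) in 100 mM sodium acetate pH 7 with 20 uM heparin, 6 hr at 37 C. ThT 30 uM added, 1 hr ambient; Alexa 594 FP and total fluorescence read at 555/632 nm.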
# ALDH1A1 block: blocks purified human ALDH1A1 activity. P00352. Potency, µM (titrated, usually from 75.3 µM), for inactives: at the top dose activity, negative = inhibition, most hits filed as inhibitors. AID 1030. Purified ALDH1A1, NADH fluorescence, propionaldehyde substrate. 220,000 tested, 7.3% active; active = well fitted inhibition curve with a large enough effect, not every such curve was filed as active; inconclusive = small, poorly fitted or top-dose-only effect, or another doubt; inactive = no such curve, though single readings can be large or run the other way;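 also: plate controls were no enzyme wells and a reference inhibitor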
# Target sequence (P00352 whole entry, looked up): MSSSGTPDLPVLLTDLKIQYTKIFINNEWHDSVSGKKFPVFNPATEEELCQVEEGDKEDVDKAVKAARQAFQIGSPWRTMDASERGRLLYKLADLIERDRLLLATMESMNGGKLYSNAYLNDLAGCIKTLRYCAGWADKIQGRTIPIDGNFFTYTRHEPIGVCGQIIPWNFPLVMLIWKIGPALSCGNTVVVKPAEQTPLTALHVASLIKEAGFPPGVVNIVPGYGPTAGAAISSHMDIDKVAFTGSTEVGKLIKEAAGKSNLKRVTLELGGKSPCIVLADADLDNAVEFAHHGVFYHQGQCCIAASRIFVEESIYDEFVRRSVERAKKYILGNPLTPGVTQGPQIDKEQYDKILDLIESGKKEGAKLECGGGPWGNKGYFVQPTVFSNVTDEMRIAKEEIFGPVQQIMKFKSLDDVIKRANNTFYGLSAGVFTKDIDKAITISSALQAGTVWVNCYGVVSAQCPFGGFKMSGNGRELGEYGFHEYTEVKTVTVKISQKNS
# JMJD2E inh: JMJD2E (human) inhibition. B2RXH2. JMJD2E catalytic domain, FDH-coupled NADH fluorescence (FDH is formaldehyde dehydrogenase). Potency, µM (top dose mostly 57.1 µM), inactives show at the highest dose activity change, negative = inhibition, usual class: inhibitors. 230,000 tested, 1.6% active. AID 2147; active = well fitted inhibition curve with a large enough effect, not every such curve was filed as active; inconclusive = small, poorly fitted or top-dose-only effect, or another doubt; inactive = no such curve, though single readings can be large or run the other way;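 also: 0% = wells with enzyme and -100% = buffer wells without enzyme; nearly all actives have a fitted effect of over 50% in size; many of its hits are not listed in these tables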
# Target sequence (B2RXH2 1-337 limits assumed): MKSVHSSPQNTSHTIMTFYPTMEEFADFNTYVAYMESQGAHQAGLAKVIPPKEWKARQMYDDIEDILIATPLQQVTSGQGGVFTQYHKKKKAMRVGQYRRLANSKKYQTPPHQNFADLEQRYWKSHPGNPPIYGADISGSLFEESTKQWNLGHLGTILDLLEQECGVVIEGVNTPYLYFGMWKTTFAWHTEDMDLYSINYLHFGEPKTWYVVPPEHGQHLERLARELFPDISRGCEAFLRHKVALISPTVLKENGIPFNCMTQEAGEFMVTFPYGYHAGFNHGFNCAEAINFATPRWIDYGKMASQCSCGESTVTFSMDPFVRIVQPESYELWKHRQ
# HTT cytoprotect: cytoprotection in Huntington HTT-Q103 PC12 cell model | PC12 HTT-Q103 induced, cytoprotection, ATP luminescence, 40 h | Potency, µM (doses to about 56.4 µM), inactives show cytoprotection (ATP increase), most hits filed as activators | AID 1471 | 230,000 tested, 0.14% active;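 also: % of control where 0% means no effect; nearly all actives have a fitted effect of over 45% in size; toxic huntingtin expression switched on by the ecdysone agonist tebufenozide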
#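 Huntington model: PC12 line, ecdysone-inducible HTTQ103 exon1–GFP, tebufenozide 100 nM. Test articles in a dose series. Endpoint luminescence from cellular ATP.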
# Tau fibril ThT: tau fibrillization inhibition (ThT binding) | 270,000 tested, 2.1% active | Potency, µM (titrated, usually from 57.4 µM), for inactives: at the top dose activity, negative = inhibition, usual class: inhibitors | P10636 | AID 1460 | recombinant tau K18 P301L, heparin-induced fibrillization, ThT fluorescence; also: % is scaled to controls: 0 for no effect and ±100 for the full control effect; nearly all actives have a fitted effect of over 55% in size
# Target sequence (P10636 561-689 P618L limits assumed): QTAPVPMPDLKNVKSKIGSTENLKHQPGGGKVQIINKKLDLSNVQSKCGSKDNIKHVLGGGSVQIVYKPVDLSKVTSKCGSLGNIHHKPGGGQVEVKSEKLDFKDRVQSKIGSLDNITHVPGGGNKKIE
#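 Using a mix of unlabeled (15 uM) and Alexa 594-labeled (0.24 uM) tau K18 P301L, heparin-triggered fibrillization over 6 hr at 37 C was scored by ThT fluorescence.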
# Tau FP inhib: tau fibrillization inhibition (FP); K18 P301L tau heparin fibrillization, Alexa594 FP, 6 h; P10636; Potency, µM (highest dose often 57.7 µM), for inactives: at the highest dose activity, negative = inhibition, actives largely listed as inhibitors; 280,000 tested, 0.39% active; also: % is scaled to controls: 0 for no effect and ±100 for the full control effect; nearly all actives have a fitted effect of over 55% in size
#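 Compound effects on tau fibrillization are measured by Alexa 594 fluorescence polarization (ex 555, em 632 nm). K18 P301L tau is used at 15 uM with 0.24 uM labeled tracer, and 20 uM heparin induces aggregation over 6 hr at 37 C.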
# SMN2 splice up: enhancers of SMN2 splice variant expression; 210,000 tested, 2.8% active; AID 1458; HEK293 SMN2-luciferase splicing reporter, luminescence, 30-36 h; Potency, µM (doses to about 46.1 µM), for the others: top-dose activity change, positive = activation, hits mostly activators; also: % of control where 0% means no effect; nearly all actives have a fitted effect of over 55% in size
#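 qHTS luciferase splicing reporter: luminescence rises when SMN2 exon 7 is included in transfected HEK293 cells. Compound exposure lasted 30-36 h at 37C, with 4.5 mM final sodium butyrate as control, followed by a ONE-Glo read.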
# HttQ103 aggreg: inhibitors of mutant huntingtin aggregate formation in PC12 cells. Potency, µM (titrated, usually from 46.1 µM), without a hit: top-dose activity change, negative = inhibition, usual class: inhibitors. 220,000 tested, 1.1% active. PC12 HttQ103-GFP aggregates, Acumen cytometry, 40 h; also: % is scaled to controls: 0 for no effect and ±100 for the full control effect; nearly all actives have a fitted effect of over 60% in size
#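 Steps: seed 1500 PC12 HTTQ103-GFP cells/well; add tebufenozide, 100 nM final; add compound titration; add ATPLite reagent; quantify GFP aggregates by laser scanning cytometry.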
# Active calls of the source: *; ? = inconclusive; / = not tested or not shown; [ ] = dose if it differs, or a comment. Unless noted, calls follow the shape of the dose curve; as a rule, active = well fitted curve in the direction sought with a large enough effect; inconclusive = small, poorly fitted or top-dose-only effect, or another doubt; inactive = no such curve, though single readings can be large; an effect the other way counts as inactive or inconclusive. Potency is read from the fitted curve at half-maximal effect.
structure	Tau fluor cs	ALDH1A1 block	JMJD2E inh	HTT cytoprotect	Tau fibril ThT	Tau FP inhib	SMN2 splice up	HttQ103 aggreg
CCN1C(=O)N[C@@H](CCc2ccccc2)[C@H](C(=O)OC)[C@H]1C	-1%[11.6 µM]	4%[13.5 µM]	1%[11.4 µM]	?	10%[11.5 µM]	-1%[11.6 µM]	-7%[9.22 µM]	/
COC(=O)Nc1sc2c(c1C(=O)N1CCOCC1)CCC(C)C2 (stereo not given)	-2%	?	?	6%	-16%	-9%	-9%	10%
COC(=O)CN(C#N)c1nc(C)cc(C)n1	-1%	-4%	11%	-15%[10 µM]	-1%	-3%	-10%	-8%
COc1ccc(CNS(=O)(=O)c2ccc(S(=O)(=O)N3CCCCC3)cc2)cc1	2%	?	20%	-29%	0%	-9%	-6%	7%
COc1ccc(NC(=O)/C(=C\c2cccs2)NC(=O)c2ccco2)cc1	-3%	4%	0%	/	-9%	10%	-4%	/
Cc1ccc(/C=N/NC(=O)c2c[nH]c3ccccc23)o1	-26%	?	-4%	-22%	?	-5%	-4%	6%
CCOc1ccc(N/N=C(/C#N)C(N)=O)cc1	-4%	5%	-4%	-2%	?	4%	5%	-11%
CCOC(=O)c1c(C)oc2ccc(OC(=O)COc3c(F)c(F)c(F)c(F)c3F)cc12	-4%	2%	?	/	-2%	3%	-21%	13µM*
O=c1nccc(SCc2ccc(Cl)cc2Cl)[nH]1	-19%	/	-2%	9%[10 µM]	-8%	-9%	/	-14%[9.22 µM]
COc1ccc([N+](=O)[O-])cc1NC(=O)CCN1CCN(C)CC1	1%	?	-8%	-47%[inhibitor]	-3%	5%	-46%[inhibitor]	5%
COc1cc(C)ccc1OCCOc1c(Cl)cc(Cl)cc1Cl	-13%	6%	5%	-11%	-8%	?	/	19%
CC(C)CNC(=O)c1ccccc1-c1ccccc1C(=O)O	-2%	5%	-1%	6%	-11%	-3%	-9%	4%
CCOc1cc(C(=S)N2CCCC2)ccc1OC(=O)Cc1ccc(F)cc1	-14%	-4%	8%	-14%	-17%	7%	-13%	17%
COc1ccccc1NC(=S)N1CCC(NC(=O)NC23CC4CC(CC(C4)C2)C3)CC1	-2%	9%	-9%	-2%	-4%	1%	-16%	16%
O=C(COC(=O)C1CC2C=CC1C2)NCc1ccco1 (stereo not given)	6%	3%	-10%	-25%[10 µM]	-15%	5%	10%	24%
CCn1cc(C(=O)OCC(=O)c2ccccc2)c(=O)c2ccc(C)nc21	-2%	15%	-10%	1%	-3%	-2%	-7%	12%
Cc1nc2sccn2c1P(c1c(C)nc2sccn12)c1c(C)nc2sccn12	5%	10%	-3%	5%[10 µM]	0%	5%	7%	-12%[9.22 µM]
CCc1cccc(CC)c1NC1=NS(=O)(=O)c2ccccc21	-11%	/	/	/	-10%	1%	-3%	/
Cc1cccc(-n2c(=O)c3ccccc3n(Cc3ccc(F)cc3)c2=O)c1	-14%	/	/	/	-7%	2%	13%	/
CC(C)(C)c1csc(NC(=O)Cc2cccs2)n1	?	-8%	-16%	-5%	?	-4%	-25%	5%
COc1cc([N+](=O)[O-])cc(/C=N/NC(=O)CSc2ccccn2)c1O	-11%	/	20µM*	14%[10 µM]	/	3%	/	-12%[9.22 µM]
N#CC1=C(N)Oc2n[nH]c(-c3cccnc3)c2C1c1cc(F)ccc1F (stereo not given)	-20%	?	-1%	-56%[inhibitor]	?	-5%	?	9%
CCn1c(SCC(=O)N/N=C/c2ccc(O)c(OC)c2)nc2ccccc21	-2%	?	-5%	23%[10 µM]	-16%	6%	-14%	16%
COc1ccc(C(=O)Nc2ccc(S(=O)(=O)N3CCCCC3)cc2)cc1	?	?	-5%	-29%	0%	-15%	-23%	-18%
CCN(CC)S(=O)(=O)c1cc(NC(=O)COC(=O)CCC(=O)c2ccc(F)cc2)ccc1C	?	1%	5%	24%[10 µM]	-5%	-10%	-1%	-2%
Cc1c(Cl)cccc1NC(=S)NCCN1CCOCC1	1%	0%	3%	15%[10 µM]	-4%	-2%	7%	0%
COc1ccc(C2C3C(=O)N(Cc4ccccc4)C(=O)C3ON2c2ccccc2)c(OC)c1OC (stereo not given)	-18%	2%	-4%	-11%[0.074 µM]	1%	1%	3%	4%[9.22 µM]
Cc1cc(C)cc(N(CC(=O)N/N=C/c2ccncc2)S(=O)(=O)c2ccccc2)c1	-22%	-2%	-12%	42%[10 µM]	-2%	1%	0%	9%
Oc1cc(-n2cccn2)c(O)cc1-n1cccn1	16µM*[quencher]	?	16µM*	10%[10 µM]	16µM*	?	/	-1%[9.22 µM]
Cc1cc(NC(=O)COc2ccccc2)n(-c2ccccc2)n1	1%	?	2%	-9%[10 µM]	7%	-3%	-29%	3%
CCOc1ccccc1N1CCN(C(=O)c2c(C)noc2C)CC1	-4%	7%	9%	3%	-12%	-4%	?	2%
COC(=O)c1cccc(NC(=S)Nc2cccc(Cl)c2Cl)c1	-13%	?	6%	10%[10 µM]	-5%	-4%	16%	1%
Clc1ccccc1OCc1nc(-c2ccccn2)no1	-6%	-3%	-9%	-55%[inhibitor]	-9%	1%	4.5µM*	1%
O=S(=O)(CCc1ccccc1)c1ccccc1	-8%	5%	-7%	-29%	-3%	-8%	6%	/
COCCN1C(=O)N[C@@H](c2cccc(C(F)(F)F)c2)C(C(C)=O)=C1C	-24%	-7%	9%	-19%	-14%	?	1%	/
CCCCNC(=O)CSc1nc2ccc(NC(=O)CSc3nnc(N)s3)cc2s1	6%	20µM*	4%	5%[10 µM]	8%	14%	-17%	-10%
Cc1cccc(C)c1Nc1c(-c2ccsc2)nc2ccc(Cl)cn12	-25%	/	/	/	-7%	-9%	-20%	/
CCOc1ccc(CC(=O)C2C(=O)CCCC2=O)cc1OCC	-11%	?	-24%	-17%	?	-14%	14%	7%
O=C(COc1ccccc1[N+](=O)[O-])N/N=C/c1ccccn1	-10%	?	6%	29%[10 µM]	-12%	-3%	26%	-13%
Oc1ccc(/C=N/n2cnn(Cc3ccccc3Cl)c2=S)c(O)c1	?	20µM*	-12%	-7%[10 µM]	-1%	-7%	-3%	7%
COc1c(Cl)cc(C(=O)Nc2ccccc2-c2ccccc2)cc1Cl	-26%	13µM*	?	4%	-11%	-11%	-9%	-16%
O=C(O)c1cn(-c2ccc(F)cc2)c(=O)c2ccccc12	1%	-9%	?	-27%	2%	0%	0%	24%[9.22 µM]
CCc1ccc(C2CC(c3cccc(Cl)c3)n3nc(N)nc3N2)cc1 (stereo not given)	-24%	?	?	2%	-14%	-11%	-6%	1%
CN1C(=O)CC(N2CCN(c3ccc(Cl)c(Cl)c3)CC2)C1=O (stereo not given)	-1%	9%	5%	8%	0%	5%	1%	-12%
Cc1ccc(NC(=O)CSc2nc3[nH]ncc3c(=O)[nH]2)cc1	0%	1%	0%	-14%	4%	-3%	-2%	1%
O=C(CNc1cccc2ccccc12)N/N=C/c1ccc[nH]1	-26%	/	?	3%[10 µM]	?	19%	/	-22%[9.22 µM]
Cc1ccc2c(COn3nnc4ccc(S(=O)(=O)N(C)C)cc43)cc(=O)oc2c1C	-4%	?	56%[activator]	0%	-6%	0%	-19%	-24%
O=C(NNC(=S)NC(=O)C12CC3CC(CC(C3)C1)C2)c1ccncc1	-5%	-14%	?	3%[10 µM]	-5%	1%	-38%[inhibitor]	3.2µM*
Oc1cc2ccccc2cc1-c1n[nH]c(=S)n1Cc1ccco1	?	?	?	-3%[10 µM]	?	-2%	/	2%[9.22 µM]
COc1ccc(OC)c(S(=O)(=O)NC2CCCCC2)c1	-7%	-7%	-13%	3%	3%	-3%	20%	25%

# Individual results from the list.
# `CCc1ccc(C2CC(c3cccc(Cl)c3)n3nc(N)nc3N2)cc1` (stereo not given) in Tau fluor cs reads -24%
# `Cc1ccc(NC(=O)CSc2nc3[nH]ncc3c(=O)[nH]2)cc1` in Tau fluor cs reads 0%

# Next section:
structure	Tau fluor cs	ALDH1A1 block	JMJD2E inh	HTT cytoprotect	Tau fibril ThT	Tau FP inhib	SMN2 splice up	HttQ103 aggreg
Nc1ncc(Br)cc1S(=O)(=O)NCCC(=O)Nc1cccc(Cl)c1	-19%	-6%	-11%	7%	-1%	-2%	-1%	-11%
Cc1ccc(N2CCN(S(=O)(=O)N(C)C)CC2)c(C)c1	-4%	10%	-1%	9%[10 µM]	-4%	3%	-12%	-5%
COc1ccc(N2CCN(C(=O)c3cccn4c(=O)c5ccccc5nc34)CC2)cc1	-3%	?	4%	-37%	1%	5%	-34%[inhibitor]	6%
Cc1sc(NC(=O)c2ccco2)c(CN2CCN(c3ccccc3)CC2)c1C	?	?	?	0%[10 µM]	-25%	4%	-24%	?
O=C(CNC(=O)c1ccco1)N/N=C/c1ccccc1[N+](=O)[O-]	-14%	?	0%	-16%	-14%	1%	7%	-11%
COc1cccc(C(c2nnnn2Cc2ccc(F)cc2)N2CCC(C(N)=O)CC2)c1OC (stereo not given)	-7%	9%	0%	3%	-13%	1%	8%	-24%
CCN(C(=O)c1cc2c(=O)n(CC)c3ccccc3c2s1)c1cccc(C(F)(F)F)c1	-15%	/	/	/	-9%	13%	0%	/
CCOC(=O)c1ccc(CNC(=O)C2CCCCC2C(=O)OCC(F)(F)F)o1 (stereo not given)	2%	?	3%	-12%	0%	3%	-9%	8%
CCOC(=O)c1c(C)[nH]c(C(=O)COC(=O)COc2ccc(OC)cc2)c1C	-7%	10%	2%	2%[10 µM]	-13%	1%	13%	-15%
CN(C)S(=O)(=O)c1ccc(Cl)c(NC(=O)COC(=O)CC(NC(N)=O)c2ccc(Cl)cc2)c1 (stereo not given)	-3%	/	5%	7%[10 µM]	-4%	1%	/	21%[9.22 µM]
CCN(CC)c1ccc(/C=N\NC(=O)c2cccc3cc[nH]c23)cc1	14µM*[quencher]	/	?	-20%[10 µM]	6.3µM*	-4%	/	-21%[9.22 µM]

# Bioassay records deposited in PubChem BioAssay by National Center for Advancing Translational Sciences (NCATS).

# An excerpt. The share of hits here may be higher or lower than overall.
